Screens: PubChem BioAssay, several laboratories
SUMO Mot1 rescue = yeast Mot1-301 growth rescue at high temperature, primary screen, SUMOylation pathway inhibitor project, S. cerevisiae, ATP luminescence, 38.5C; S. cerevisiae Mot1-301 growth rescue; percent above DMSO median, 100 means doubled; growth rescue, % at 18.8 µM; hit rate 1% among 320,000; AID 2716, 2010;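 active = every valid replicate shows activation above 250% relative to neutral control wells; inactive = the rest, any valid replicate at or below 250%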;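 also: OY570 slx delta 5 strain wells were the positive control but not used for scaling; some compounds called inactive have numbers as strong as hits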
PKA-R1A activ = activators of PKA-R1A holoenzyme, primary screen, biochemical, fluorescence polarization, Cy5-IP20, bovine R1A, mouse PKAc; hit rate 0.083% among 340,000; activation, % at 11.4 µM; PKA-R1A dissociation; scaled: DMSO 0%, 113 µM cGMP 100%; cAMP-dependent protein kinase type I-alpha regulatory subunit (Bos taurus) + …;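 active = percent activation above the mean of all tested compounds plus 3 SD, cut at about 19% in these data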;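 also: higher means more PKAc released from R1A so a rise in polarization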
HTR5A ag = HTR5A agonists in luminescence cell assay, primary screen, counter-screen for OPRM1-OPRD1 heterodimer agonist project, full-deck HTS; 5-hydroxytryptamine receptor 5A (Homo sapiens), P47898; cell-based; activation, % at 9.3 µM; hit rate 0.61% among 340,000; AID 504692, 2011; in the data active = activation mostly above about 9.5%, no sharp cut-off; inactive = mostly below about 7.6%;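 also: 0% = cells with vehicle only and 100% = reference agonist; strong numbers were not always called active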
Target sequence (P47898 whole entry, looked up): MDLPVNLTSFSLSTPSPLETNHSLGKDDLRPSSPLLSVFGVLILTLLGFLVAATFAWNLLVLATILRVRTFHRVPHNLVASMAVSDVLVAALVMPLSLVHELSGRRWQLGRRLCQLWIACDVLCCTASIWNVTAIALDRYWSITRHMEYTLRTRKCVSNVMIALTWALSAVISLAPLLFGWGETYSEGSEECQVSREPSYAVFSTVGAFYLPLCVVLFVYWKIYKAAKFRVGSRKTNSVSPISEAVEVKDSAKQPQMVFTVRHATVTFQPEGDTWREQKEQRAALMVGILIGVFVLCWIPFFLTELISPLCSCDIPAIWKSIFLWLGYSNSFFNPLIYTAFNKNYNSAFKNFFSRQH
HTR5A inv ctr = HTR5A inverse agonists in luminescence cell assay, primary screen, counter-screen for OPRM1-OPRD1 heterodimer inverse agonist project, full-deck HTS | hit rate 0.083% among 340,000 | HTR5A cell line, inverse agonism | AID 504634, 2011 | 5-hydroxytryptamine receptor 5A (Homo sapiens), P47898 | inhibition, % at 9.3 µM; in the data active = inhibition mostly above about 23%, no sharp cut-off; inactive = mostly below about 18%;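 also: 0% = cells with DMSO and 100% = no-cell wells with DMSO; some compounds called inactive have numbers as strong as hits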
E coli growth = E. coli V3065 growth inhibition, primary screen, counter-screen for AddAB inhibitor project, absorbance, OD600. hit rate 0.27% among 330,000. 18 h. inhibition, % at 11.9 µM;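 active = inhibition above the campaign's mean inhibition across all tested compounds plus 3 SD, cut at about 9.9% in these data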;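 also: uninfected addAB+ strain grown without phage in ampicillin broth; 0% = DMSO wells and 100% = ciprofloxacin 0.95 µg/ml wells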
phage Ecoli inh = growth loss of phage-infected E. coli, primary screen, RecBCD inhibitor project, absorbance, with phage, HTS. inhibition, % at 11.9 µM. hit rate 0.26% among 360,000; in the data active = inhibition above about 11%
CDK5 p35 inh = inhibitors of human CDK5/p35 kinase, primary screen, biochemical, single concentration. Cyclin-dependent kinase 5 (Homo sapiens) + Cyclin-dependent kinase 5 activator 1 (Homo …. Recombinant CDK5/p35, ADP-Glo luminescence, 60 min. inhibition, % at 10 µM. hit rate 0.01% among 330,000. AID 488839, 2010;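 active = highest replicate inhibition of at least 50% and at least 75% of replicates reaching 50%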;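 also: plate controls were DMSO neutral control for no effect and GW8510 at 10 µM for full effect; many of its hits are not listed in these tables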
AddAB inh = growth inhibition of E. coli expressing H. pylori AddAB, primary screen, AddAB inhibitor project, absorbance. inhibition, % at 11.9 µM. hit rate 0.29% among 330,000; in the data active = inhibition above about 12%;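 also: 0% = vehicle wells of infected cells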
Tat export inh = E. coli Tat export inhibitors, primary screen, MC4100, TorA-mCherry reporter, fluorescence, single point | hit rate 0.036% among 340,000 | inhibition, % at 10 µM | AID 488895, 2010;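 active = mean replicate inhibition at least 50% and at least half of replicates individually reaching 50%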;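 also: exported cargo escapes ClpAP degradation while cytoplasmic cargo is degraded and loses fluorescence; 0% = median of neutral control wells and 100% = median of NaSCN control wells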
PKA-R2B act = activators of PKA-R2B holoenzyme, primary screen, biochemical, fluorescence polarization, Cy5-IP20, human; cAMP-dependent protein kinase catalytic subunit beta (Homo sapiens) + cAMP-dependent …; PKA-R2B holoenzyme dissociation; R2B truncated from residue 108, S112A mutant; 0% DMSO only, 100% 113 µM cGMP; hit rate 0.079% among 340,000; activation, % at 11.4 µM; AID 504700, 2011;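 active = activation above a cutoff set at the mean over all compounds plus 3 SD, cut at about 18% in these data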;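 also: higher means more holoenzyme dissociation and a rise in polarization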
Target sequence (P31323 whole entry, looked up, other chains not shown, the tested form may be a part): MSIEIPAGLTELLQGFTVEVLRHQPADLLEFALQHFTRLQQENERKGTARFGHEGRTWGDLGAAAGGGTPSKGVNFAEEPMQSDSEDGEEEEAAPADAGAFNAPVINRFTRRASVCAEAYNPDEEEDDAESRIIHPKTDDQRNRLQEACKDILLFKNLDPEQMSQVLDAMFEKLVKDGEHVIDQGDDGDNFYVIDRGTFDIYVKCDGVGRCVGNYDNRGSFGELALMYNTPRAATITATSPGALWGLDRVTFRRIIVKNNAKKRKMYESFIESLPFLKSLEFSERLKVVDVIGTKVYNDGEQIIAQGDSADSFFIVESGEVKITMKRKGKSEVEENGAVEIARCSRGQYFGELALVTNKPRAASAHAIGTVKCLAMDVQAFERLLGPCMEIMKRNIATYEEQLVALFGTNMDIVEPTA
DAGLB inh = DAGLB lipase inhibitors, primary screen, biochemical, fluorescence, HTS. inhibition, % at 5.17 µM. HEK293T DAGLB membrane lysate, EnzChek fluorogenic substrate. hit rate 0.059% among 340,000. Diacylglycerol lipase-beta (Homo sapiens), Q8NCG7. AID 504411, 2011; in the data active = inhibition above about 34%;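 also: 0% = enzyme with vehicle and 100% = wells lacking enzyme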
An asterisk follows results filed as active; . = not tested or not shown. Rows are unselected; overall some 2.3% were active at least once.

Molecule,E coli growth,PKA-R1A activ,AddAB inh,SUMO Mot1 rescue,DAGLB inh,HTR5A inv ctr,phage Ecoli inh,Tat export inh,PKA-R2B act,HTR5A ag,CDK5 p35 inh
COc1cccc(C(=O)Nc2cccnc2)c1,3.2,5,3.7,279,-3,-4,5.3,-12,-6,1,2.3
CCCCn1nc(NC(=O)COC)c2cc3cc(OC)ccc3nc21,-1.2,-8,-2.2,182,1,16,2.6,2,-8,-4,-0.6
Cc1cccc(C)c1NC(=O)COC(=O)CN1C(=O)C2CCCCC2C1=O (stereo not drawn),2.6,2,4.0,.,-2,-6,2.4,-5,-9,2,-1.4
O=c1nc(N/N=C/c2c[nH]c3ccccc23)cn[nH]1,1.6,-4,2.5,111,4,-19,2.1,-1,-5,4,-0.9
Cc1ccc(NC(=O)c2noc(C(C)C)c2[N+](=O)[O-])cc1,-1.8,-6,-0.3,-8,-2,-6,2.7,7,-6,5,-1.0
COC(CNc1cc(=O)oc2ccccc12)OC,2.9,-2,0.5,-2,-3,-25,-0.6,3,-11,3,0.6
CCN(CC)C1CCN(C(=O)c2cc(COc3cccc4cccnc34)on2)C1 (stereo not drawn),.,2,.,.,1,1,0.1,6,-7,-3,-1.4
CC(=O)Nc1ccccc1C(=O)N1CCN(Cc2ccccc2)CC1,0.8,-2,4.9,-1,0,-15,3.7,-8,-7,6,3.3
CCCCn1c(N)c(N(CC(C)C)C(=O)C2=NN(c3cc(C)ccc3C)C(=O)CC2)c(=O)[nH]c1=O,1.9,2,1.2,-2,4,-6,0.9,-15,4,2,-0.8
O=C(CCN1C(=O)c2ccccc2S1(=O)=O)NCc1ccccc1,0.3,-6,-0.1,114,3,-6,1.0,4,-4,1,1.1
CCOc1nc2cnccc2n(CC(=O)Nc2ccc(C)c(C)c2)c1=O,-0.7,3,3.7,76,2,-18,6.4,-1,6,0,1.4
COc1ccc(NC(=O)COc2ccccc2C)cc1S(=O)(=O)N1CCCCC1,0.7,0,-0.2,2,1,-1,2.5,4,-9,2,0.0
CN(CC(=O)Nc1ccccc1Cl)C(=O)COC(=O)C1CC1,2.8,-11,2.1,4,1,27,3.5,-11,-2,-10,0.0
N#CCSc1nnc(-c2c[nH]c3ccccc23)o1,-2.3,-20,-0.4,-7,-3,0,3.6,2,-2,3,0.9
COC(=O)Cn1nnc(-c2cccc(OC)c2)n1,0.2,-4,1.3,1,-2,16,1.6,-1,-2,-6,-9.2
Cc1ccccc1C(=O)c1cn[nH]c1-c1ccccc1O,-4.5,13,-1.4,-7,-2,-2,-1.7,-6,4,0,1.7
COc1ccc(CCNC(=O)c2cc3sc(Cl)cc3n2C)cc1OC,0.7,-3,0.6,6,-3,15,3.6,3,-17,-5,1.0
Nc1cc2c(cc1Br)[nH]c(=O)c1ccccc12,.,-10,.,.,3,-32,4.7,-6,-2,8,1.3
CCc1ccccc1NC(=O)Cn1nnc(-c2cccnc2)n1,0.2,-4,1.7,-7,1,-5,1.9,1,-5,2,-7.1
N#C/C(=C\c1cccs1)c1nc2ccccc2[nH]1,-1.8,-8,0.3,34,-4,1,3.0,-3,-3,0,0.6
CC(NCC(=O)NCC(=O)Nc1ccc(F)cc1)c1cccc(C(F)(F)F)c1 (stereo not drawn),1.3,-6,2.0,-3,-1,-8,3.8,1,-1,3,-2.6
CCCCn1c(N)c(N(CC(C)C)C(=O)c2ccc(-n3c(C)ccc3C)cc2)c(=O)[nH]c1=O,-1.1,-2,-0.4,.,-1,7,2.5,-9,2,-3,-0.1
O=S(=O)(c1ccc(-c2ccon2)s1)N1CCOCC1,0.1,2,0.7,-1,1,3,0.8,-12,-2,5,0.3
CCn1c(C)nc2cc(S(=O)(=O)Nc3ccc(C)cc3)ccc21,0.8,-11,-1.7,0,-7,-19,3.1,4,-7,1,-2.1
COc1ccc(NC(=S)Nc2ncccc2C)cc1OC,-0.4,-6,2.6,-1,2,-8,2.2,-8,-7,3,-5.0
Oc1ccc2nnc3c(Br)cnn3c2c1,-0.8,-8,-0.8,-8,-28,-21,1.4,-13,-2,5,-0.6
COCC(=O)NCCNc1nc2ccc(C)cc2cc1C,-1.6,-3,-1.3,41,3,15,4.0,3,-5,3,0.7
COc1ccccc1N1CCN(C(=O)CSc2nnc(NC(=O)c3ccco3)s2)CC1,-0.5,-3,2.8,-8,2,3,-0.8,4,-2,-4,1.2
CCOc1ccccc1NC(=O)CSc1nnc(CNC(=O)c2c(F)cccc2Cl)o1,0.4,7,2.5,4,-6,15,0.7,8,-8,6,2.7
CCOC(=O)c1c(-n2cnnn2)sc(C)c1C,-1.1,3,-0.9,-4,0,-12,0.9,0,-6,5,-1.1
CCOC(=O)N1CCN(C2OC(=O)c3ccccc32)CC1 (stereo not drawn),-1.7,1,0.1,-15,2,-21,0.3,-3,-11,4,-0.4
COc1cccc(-c2csc(N3CCN(C(=S)NCC(C)C)CC3)n2)c1,3.5,-14,1.4,23,-5,19,3.2,6,-1,7,1.3
C=CCn1c(O)c(CN2CCOCC2)c(C)c(C#N)c1=O,0.8,-12,3.6,2,-4,-14,.,-5,-5,2,-1.5
Cc1cccc(OCc2nnc(SCC(=O)Nc3ccc(C)c(C)c3)o2)c1,2.4,0,0.8,6,-9,-6,0.5,5,1,2,-1.6
O=C(CNS(=O)(=O)c1ccc(Br)cc1)N1CCOCC1,-0.5,4,-0.2,-7,1,3,1.2,2,3,-2,-2.4
Cc1ccc(NC(=O)Cc2cn(C)c3ccccc23)cc1F,4.3,4,8.8,-16,-19,-6,7.0,-6,11,2,1.4
COc1ccc(CCNC(=S)NC(=O)c2cc(OC)c(OC)c(OC)c2)cc1OC,-2.0,5,1.3,6,-3,6,1.3,2,-10,2,-0.1
Nc1nc(-c2ccccc2)c(N=Nc2cccnc2)s1,1.0,7,-2.2,-13,51*,10,2.0,2,-10,-4,3.8
CCOC(=O)N1CCC(=NNC(=O)c2ccc(O)cc2)CC1,1.9,3,1.7,-12,-2,-11,-1.5,-4,-12,4,1.3
CCCCN(Cc1ccccc1)c1ncnc2nc[nH]c12,-0.4,-5,-0.1,-4,-1,-4,.,11,-9,1,0.3
COc1ccc(-c2noc(CCC(N)=O)n2)cc1OC,3.2,0,1.9,-24,0,7,1.1,3,2,-3,0.1
COc1ccccc1-c1cc(C(=O)Nc2ccc(F)cc2F)no1,1.3,3,-0.4,-22,-4,-26,0.6,1,1,0,-0.7
COc1ccc(S(=O)(=O)N2CCN(CCC(=O)Nc3ccc(F)cc3)CC2)cc1,2.1,-5,1.5,.,2,27,3.5,-6,-1,-11,-0.6
O=C(CSCc1ccc(C(=O)O)cc1)Nc1ccc2ccccc2c1,2.5,4,0.9,152,0,9,1.9,0,-3,-3,-0.7
Cn1cc(S(=O)(=O)N2CCCC2)cc1C(=O)NCc1ccccc1,-1.3,-10,-1.6,-1,0,-14,3.6,-5,2,5,-0.6
Cc1ccc2c(c1)C1CN(C)CCC1N2Sc1ccccc1[N+](=O)[O-] (stereo not drawn),-1.4,0,2.5,1,5,.,1.7,1,-4,.,-1.6
Cc1ccc(-c2nn(C)c(=O)c3ccccc23)cc1CN1CCCCC1,-1.0,-7,2.1,0,1,9,0.1,-8,-1,-1,1.2
O=C(/C=C/c1ccco1)Nc1ccc(CN2CCOCC2)cc1,-1.4,1,0.3,-5,-2,-23,3.0,-3,-11,-6,-5.1
O=S(=O)(c1ccc(-c2ccon2)s1)N1CCN(CCN2CCOCC2)CC1,1.8,10,3.6,-4,1,9,1.6,-8,7,-7,2.8
O=c1c2ccccc2nc(COc2ccccc2)n1/N=C/c1cc([N+](=O)[O-])ccc1O,6.0,-8,9.4,-3,7,7,5.9,0,0,-2,-0.7
CC(C)(C)C(=O)Nc1nc(-c2ccc3c(c2)OCO3)cs1,-2.4,-8,2.0,20,-3,-3,4.7,4,-1,-3,.
N#Cc1c(N)n(CCOC(=O)c2ccc(Cl)cc2)c2nc3ccccc3nc12,.,4,.,.,6,-16,-0.2,-7,2,6,1.4
CC(C)(C)N(Cc1ccccc1)C(=O)CSc1ncn[nH]1,2.8,-7,3.0,100,-2,-12,0.1,6,0,5,2.3
CC1(C)Cc2c(sc3nnn(Cc4ccc(Cl)cc4)c(=O)c23)CO1,2.3,-3,-0.8,6,-6,-1,4.1,12,1,0,-0.3
Cc1cc(NC(=O)/C=C/c2ccccc2)no1,3.6,-7,2.7,1,0,10,3.5,-6,6,-5,-1.7
O=C(NNC(=O)c1ccc(-n2cncn2)c([N+](=O)[O-])c1)c1ccc(Cl)cc1,1.1,8,1.0,672*,-2,9,3.8,2,-1,-3,0.4
O=C(NCCCN1CCOCC1)c1ccc2c(c1)N(Cc1ccc(F)cc1)CCS2,1.8,6,-0.4,-11,4,11,2.9,-6,-3,1,.
Cc1noc(C)c1COC(=O)CCOc1ccccc1,-0.6,-12,0.8,16,-3,-14,2.5,-14,-1,-1,0.7
Cc1ccc(-n2[nH]c(=O)c3cccnc32)cc1,1.3,-7,1.4,-12,-2,2,2.2,-9,3,-1,2.3
COC(=O)c1cn(CC(=O)N2CCCCCC2)c2ccccc12,-2.1,-2,0.8,10,-1,-6,0.5,-2,0,2,-0.1

Going on with the list.
Molecule,E coli growth,PKA-R1A activ,AddAB inh,SUMO Mot1 rescue,DAGLB inh,HTR5A inv ctr,phage Ecoli inh,Tat export inh,PKA-R2B act,HTR5A ag,CDK5 p35 inh
Cc1cccc(C)c1NC(=S)NCc1ccncc1,-1.8,-3,1.3,-10,1,-13,-0.1,-5,-1,1,1.6
Cc1ccc(N2C(=O)c3ccccc3C2Nc2ccccc2F)nc1 (stereo not drawn),0.6,-12,1.3,-7,-5,3,1.8,-1,5,0,-2.3
COc1ccc(NC(=O)CN(C)C(=O)c2ccc(OCc3ccccc3)c(OC)c2)cc1,1.1,2,0.5,-31,0,4,0.2,3,-14,-1,0.9
Cc1nnc(SCC(=O)Nc2nc3c(s2)CC(C)CC3)s1 (stereo not drawn),2.7,-11,4.7,19,6,15,3.4,-5,7,5,0.0
